Pol iota inh – inhibitors of human DNA polymerase iota. Potency, µM (series often up to 115 µM), without a hit: top-dose activity, negative = inhibition, most hits filed as inhibitors. Pol iota fluorescent replication assay, 10 min. Q9UNA4. actives 1% (n = 390,000). AID 588590
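Pol iota at 10 nM preincubated 15 min with compounds at room temperature; reaction started with fluorescent substrate, 50 nM final. Fluorescence read kinetically at 0 and 10 min; buffer-only wells as negative control.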
GLS inh – inhibitors of human glutaminase (GLS); actives 0.21% (n = 410,000); AID 624170; Potency, µM (top dose mostly 45.5 µM), without a hit: at the highest dose activity change, negative = inhibition, actives largely listed as inhibitors; O94925; GLS enzymatic activity, qHTS titration; note: % is set by controls: 0 for no effect and ±100 for the full control effect
Target sequence (O94925 whole entry, looked up): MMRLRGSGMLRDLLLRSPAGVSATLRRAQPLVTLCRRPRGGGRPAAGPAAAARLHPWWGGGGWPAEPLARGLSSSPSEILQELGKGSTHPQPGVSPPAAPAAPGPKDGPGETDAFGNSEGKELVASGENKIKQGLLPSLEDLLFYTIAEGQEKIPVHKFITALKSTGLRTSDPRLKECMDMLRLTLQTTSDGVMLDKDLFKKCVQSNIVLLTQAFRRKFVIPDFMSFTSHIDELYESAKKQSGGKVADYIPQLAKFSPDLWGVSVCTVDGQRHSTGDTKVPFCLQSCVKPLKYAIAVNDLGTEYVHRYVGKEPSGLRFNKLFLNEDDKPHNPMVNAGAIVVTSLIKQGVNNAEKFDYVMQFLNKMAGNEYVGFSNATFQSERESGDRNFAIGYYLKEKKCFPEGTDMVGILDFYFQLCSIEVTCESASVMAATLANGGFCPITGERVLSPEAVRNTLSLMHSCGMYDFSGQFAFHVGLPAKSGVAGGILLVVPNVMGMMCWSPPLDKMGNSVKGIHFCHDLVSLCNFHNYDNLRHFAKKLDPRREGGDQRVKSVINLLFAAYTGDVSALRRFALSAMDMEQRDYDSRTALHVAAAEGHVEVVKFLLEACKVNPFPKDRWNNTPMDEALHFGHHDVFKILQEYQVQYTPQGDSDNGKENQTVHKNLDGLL
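hKGA in 45 mM KH2PO4 (pH 8.2), 0.02% Tween-20 with compound, then 1mM L-Glutamine (stock as added) plus glutamate oxidase/HRP/Amplex red coupling mix. Fluorescence read initially and after 30 min at RT; signal change reflects glutamate formation.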
BAZ2B inh – BAZ2B (human) inhibition; Q9UIF8; AlphaScreen BAZ2B-H3K14Ac peptide displacement; Potency, µM (series often up to 114 µM), inactives show top-dose activity change, negative = inhibition, usual class: inhibitors; actives 4.4% (n = 360,000); AID 504333; note: % is set by controls: 0 for no effect and ±100 for the full control effect; nearly all actives have a fitted effect of over 60% in size
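AlphaScreen luminescence quantifies BAZ2B engagement of H3K14Ac peptide; the protein and biotinylated peptide are both at 50 nM final, buffer PBS pH 7.4 with 0.01% Tween-20, all steps at room temperature.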
HP1b binding inh – inhibitors of HP1-beta chromodomain binding to methylated histone tails; P83916; AlphaScreen HP1-beta / biotin-H3K9me3 peptide binding; Potency, µM (titrated, usually from 114 µM), for inactives: top-dose activity change, negative = inhibition, actives largely listed as inhibitors; actives 0.56% (n = 390,000); note: nearly all actives have a fitted effect of over 70% in size; inactives centre near 23
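Compound inhibition of the preformed complex between 50 nM HP1-beta and 50 nM biotinylated H3K9me3 peptide was read by AlphaScreen. Buffer was PBS pH 7.4 with 0.01% Tween-20. Incubations ran 30 min at room temperature, with 10 ug/mL donor/acceptor beads.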
PGK inhibitor – T. brucei PGK inhibition; P07378; PGK/GAPDH coupled, Kinase-Glo luminescence, 60 min; Potency, µM (top dose mostly 57.5 µM), for inactives: top-dose activity change, negative = inhibition, most hits filed as inhibitors; actives 0.043% (n = 380,000); note: % is set by controls: 0 for no effect and ±100 for the full control effect; nearly all actives have a fitted effect of over 60% in size
Target sequence (P07378 whole entry, looked up): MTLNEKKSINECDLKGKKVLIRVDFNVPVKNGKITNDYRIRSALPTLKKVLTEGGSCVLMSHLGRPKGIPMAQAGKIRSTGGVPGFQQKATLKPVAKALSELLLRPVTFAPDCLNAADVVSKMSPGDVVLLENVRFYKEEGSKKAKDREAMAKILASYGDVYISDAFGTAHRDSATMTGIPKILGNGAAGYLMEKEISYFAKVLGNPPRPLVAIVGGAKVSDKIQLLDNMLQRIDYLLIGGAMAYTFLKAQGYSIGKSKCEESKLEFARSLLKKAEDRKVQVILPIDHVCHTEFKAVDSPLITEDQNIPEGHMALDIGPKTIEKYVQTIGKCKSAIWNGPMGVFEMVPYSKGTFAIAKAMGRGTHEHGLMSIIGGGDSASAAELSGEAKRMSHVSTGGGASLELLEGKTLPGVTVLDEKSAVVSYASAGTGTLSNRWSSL
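Recombinant glycosomal PGK reaction used 1,3-bisphosphoglycerate generated in-well by GAPDH (100nM final) in 100mM TEA pH 7.6, 5mM MgCl2, 0.01% Tween-20. After 60 minutes at room temperature, ATP was read by Kinase-Glo Plus luminescence end-point.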
BLM inh – blocks DNA unwinding by human BLM helicase; P54132; recombinant BLM DNA unwinding, fluorescence dequenching; Potency, µM (doses to about 56.1 µM), without a hit: top-dose activity change, negative = inhibition, most hits filed as inhibitors; actives 0.2% (n = 350,000);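 note: plate controls were vehicle for no effect and no enzyme for full effect; nearly all actives have a fitted effect of over 35% in size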
JMJD2A Tudor – blocks the human JMJD2A Tudor domain; O75164; AlphaScreen JMJD2A-Tudor / H3K4me3 peptide binding; Potency, µM (series often up to 114 µM), without a hit: top-dose activity change, negative = inhibition, usual class: inhibitors; actives 4.4% (n = 390,000); note: % is set by controls: 0 for no effect and ±100 for the full control effect; nearly all actives have a fitted effect of over 50% in size
Pin1 inh – inhibitors of human Pin1; Q13526; Pin1 FP peptide displacement, HiFluor488, 10 min; Potency, µM (titrated, usually from 115 µM), inactives show top-dose activity, negative = inhibition, usual class: inhibitors; actives 0.009% (n = 390,000); active = well fitted inhibition curve with a large enough effect in the polarisation, with a control signal flat, not every such curve was filed as active; inconclusive = small, poorly fitted or top-dose-only effect, or effect the other way, or a change in a side signal; inactive = no such curve, though single readings can be large or run the other way; the % refers to the polarisation; note: % is set by controls: 0 for no effect and ±100 for the full control effect
G9a inh – blocks human histone lysine methyltransferase G9a | G9a H3K9 monomethylation, AlphaScreen, 2 h | Potency, µM (top dose mostly 102 µM), for inactives: at the top dose activity, negative = inhibition, hits mostly inhibitors | actives 8.8% (n = 350,000) | AID 504332; note: % is set by controls: 0 for no effect and ±100 for the full control effect; nearly all actives have a fitted effect of over 75% in size
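Compounds were preincubated with 20 nM G9a for 15 min, after which biotinylated H3K9 peptide (500 nM) and SAM (20 uM) started a 2 h room-temperature reaction. Monomethylated product was quantified by antibody-based AlphaScreen chemiluminescence.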
An asterisk follows results filed as active; i = inactive; ? = inconclusive; nt = no result given; [ ] = dose if it differs, or a comment. Unless noted, calls come from the whole dose curve; as a rule, active = well fitted curve in the direction sought with a large enough effect; inconclusive = small, poorly fitted or top-dose-only effect, or another doubt; inactive = no such curve, though single readings can be large; an effect the other way counts as inactive or inconclusive. Potency is the fitted concentration of half-maximal effect. This is a subset. The share of hits here may be higher or lower than overall.

#	smiles	Pol iota inh	GLS inh	BAZ2B inh	HP1b binding inh	PGK inhibitor
1	CC(CC(=O)Nc1nnc(CC(C)(C)C)s1)c1ccccc1 (centres undefined)	-3.1%	4.8%	5.4%	-7.0%	-0.6%
2	O=C(c1cc2cc(F)ccc2[nH]1)N1CCC(Cc2ccccc2)CC1	32.7%[activator]	-11.3%	-15.8%	33.0%	2.9%
3	O=C(c1ccco1)N(Cc1cccs1)c1ccc(O)cc1	?	nt	nt	7.8%[57 µM]	nt
4	Cn1nc(C(=O)Nc2nc3ccc(S(C)(=O)=O)cc3s2)ccc1=O	-6.3%	-5.9%	0.7%	46.1%[activator]	-16.9%
5	N#CCC(=O)Nc1ccc(C(=O)NNC(=S)NC2CC2)cc1	-11.1%	?	-35.4%	21.5%	i
6	CN1CCN(S(=O)(=O)c2cccc(C(=O)Oc3cccc(C#N)c3)c2)CC1	15.0%	5.0%	8.5%	23.3%	-0.3%
7	O=C(NCC1CCC(C(=O)O)CC1)c1cccnc1 (centres undefined)	-19.2%	3.5%	0.7%	29.1%	-9.1%
8	COc1ccc(C2/C(=C(/O)c3ccc(S(=O)(=O)N4CCOCC4)cc3)C(=O)C(=O)N2CCN2CCOCC2)cc1 (centres undefined)	29.3%	3.7%	?	-4.1%	-8.0%

#	BLM inh	JMJD2A Tudor	Pin1 inh	G9a inh
1	-0.8%	-11.8%	-4.8%	39.8µM*
2	-12.3%	-24.2%	27.2%	-4.5%
3	nt	-7.7%[57.1 µM]	6.7%	nt
4	-5.7%	-6.8%	6.8%	-43.3%[59 µM]
5	nt	-7.6%	7.9%	?
6	nt	-17.2%	-7.0%	?
7	0.0%	-7.7%	10.8%	-3.6%
8	-1.8%	-11.0%	-8.9%	50.1µM*

More structures follow.
#	smiles	Pol iota inh	GLS inh	BAZ2B inh	HP1b binding inh	PGK inhibitor
9	O=C(CCS(=O)(=O)c1ccc(Br)s1)NCc1ccc2c(c1)OCO2	-2.1%	-31.3%	-8.7%	12.6%	-0.9%
10	COc1cccc(CC(=O)Nc2ccc(S(=O)(=O)Nc3nc(C)cc(C)n3)cc2)c1	106.3%[activator]	?	nt	-10.9%	-7.2%
11	CCc1cccc(C)c1NC(=O)c1cc(S(=O)(=O)NCc2ccccc2Cl)ccc1F	-23.0%	6.2%	1.7%	-6.3%	-1.3%
12	CCC(=O)Nc1c2c(nn1-c1ccc(C)cc1C)CSC2	5.3%	1.5%	-3.1%	23.4%	-2.9%
13	CCOc1ccccc1NC(=O)CN(Cc1ccccc1)S(C)(=O)=O	7.7%	0.4%	-2.0%	24.2%	nt
14	COC(=O)c1ccc(COc2ccccc2/C=C(\C#N)C(=O)NC(C)C)cc1	165.5%[activator]	10.1%	-5.7%	8.4%	-9.1%
15	COC(=O)c1sc(NC(=S)NC(=O)c2ccccc2F)nc1C	35.3%[activator]	3.3%	6.9%	27.2%	-0.6%
16	COc1ccc(S(=O)(=O)N2CCCC2)cc1Br	78.1%[activator]	2.0%	-12.3%	52.6%[activator]	-5.8%

#	BLM inh	JMJD2A Tudor	Pin1 inh	G9a inh
9	-3.9%	-14.9%	0.6%	?
10	0.9%	?	-2.8%	-45.4%
11	-2.5%	?	2.7%	5.4%[59 µM]
12	-1.2%	-12.6%	-2.1%	50.1µM*
13	0.7%	-8.6%	-1.2%	-2.4%[59 µM]
14	7.1%	-5.9%	5.3%	-33.3%
15	0.3%	-6.2%	5.9%	?
16	-1.5%	-4.1%	0.9%	22.8%

Continuation.
#	smiles	Pol iota inh	GLS inh	BAZ2B inh	HP1b binding inh	PGK inhibitor
17	COC(=O)c1ccc(C2c3c(oc4ccc(F)cc4c3=O)C(=O)N2CCO)cc1 (centres undefined)	12.5%	-6.4%	-2.0%	29.7%	-6.5%
18	Cc1[nH]c2ccccc2c1CCN(Cc1cccnc1)C(=S)NC(C)(C)C	28.3%	21.1%	?	22.9%	-0.5%
19	CCOC(=O)c1ccc(N(CC(=O)NCC2CCCO2)C(=O)CCC(=O)Nc2cc(C)on2)cc1 (centres undefined)	162.3%[activator]	-1.4%	3.1%	22.3%	-5.5%
20	CCOC(CNC(=O)CN1C(=O)COc2ccc(S(=O)(=O)N3CCOCC3)cc21)OCC	15.3%	-13.4%	0.1%	85.4%[activator]	-3.1%
21	Cc1nn(C(C)C(=O)N2CCOCC2)c(C)c1[N+](=O)[O-] (centres undefined)	72.6%[activator]	-1.3%	-6.1%	2.4%	i
22	O=C(c1ccc2nccnc2c1)N1CCN(c2ccccc2)CC1	57.8%[activator]	9.5%	-4.5%	33.2%	1.3%
23	CCOC(=O)C1CCN(C(c2ccc(OC)c(OC)c2)c2sc3nc(C)nn3c2O)CC1 (centres undefined)	1.1%	-1.3%	8.9%	41.0%[activator]	-7.1%
24	CN1CCN(CCCNC(=O)c2ccc(/C=C3\Sc4ccccc4N(Cc4ccc(F)cc4)C3=O)cc2)CC1	29.4%	-2.3%	?	-15.0%	0.0%

#	BLM inh	JMJD2A Tudor	Pin1 inh	G9a inh
17	2.4%	2.5%	3.4%	-4.4%[59 µM]
18	-6.6%	?	-2.6%	?
19	-1.6%	-10.2%	4.4%	3.1%
20	0.3%	-4.8%	-5.8%	nt
21	5.2%	-24.5%	0.5%	2.2%[59 µM]
22	-2.0%	-7.4%	1.8%	nt
23	3.5%	-7.7%	-2.3%	24.1%
24	5.8%	?	51.4%[activator]	?

Individual results from the results shown.
In PGK inhibitor, cpd 20 is entered as -3.1%
In G9a inh, cpd 23 is entered as 24.1%
In Pol iota inh, cpd 24 is entered as 29.4%

Additional entries follow.
#	smiles	Pol iota inh	GLS inh	BAZ2B inh	HP1b binding inh	PGK inhibitor
25	C[C@@H](C(=O)OCC(=O)NCCc1ccc(S(N)(=O)=O)cc1)N1C(=O)C2CCCCC2C1=O (some centres undefined)	?	-2.5%	5.4%	17.5%	-6.3%
26	CCOc1ccc(Nc2c(S(=O)(=O)c3ccc(Cl)cc3)cnc3ccc(OC)cc23)cc1	5.6%	3.4%	-29.4%	-2.5%	2.4%
27	CC1CCCCC12NC(=O)N(CC(=O)Nc1ccc(Cl)c(S(=O)(=O)N3CCOCC3)c1)C2=O (centres undefined)	90.3%[activator]	-25.9%	9.7%	-11.3%	-5.3%
28	CCOC(=O)c1cccc(NC(=O)N[C@@H](C)C(=O)OC)c1	7.3%	1.7%	2.3%	12.0%	4.1%
29	CCN(CC)CCNC(=O)c1ccc(NC(=O)c2cccc(-n3cnnn3)c2)cc1	27.5%	21.2%	10.6%	0.4%	9.1%
30	Brc1ccc(C2=NC(Cc3ccccc3)CO2)cc1 (centres undefined)	-14.3%	12.2%	26.8%	36.2%[activator]	-1.9%
31	O=C(O)CCc1ccccc1OC(=O)c1ccccc1	?	0.4%	8.3%	31.1%	-0.6%
32	Cc1ccc(C2=C(O)C(=O)C(c3ccc(C)cc3)=C(O)C2=O)cc1	3.1%	5.2%	nt	-22.7%	-5.4%

#	BLM inh	JMJD2A Tudor	Pin1 inh	G9a inh
25	-4.9%	0.7%	-1.6%	7.1%
26	-5.9%	-21.8%	6.1%	-32.7%[59 µM]
27	nt	-21.1%	27.3%	-12.5%
28	-1.3%	-6.7%	0.5%	-3.2%
29	nt	-21.9%	0.3%	44.6%[2.33 µM]
30	-4.3%	-4.9%	0.8%	8.0%
31	-0.1%	-5.4%	5.8%	nt
32	nt	25.1µM*	-19.3%	nt

In the list so far, these have a COOH group.
#	smiles	Pol iota inh	GLS inh	BAZ2B inh	HP1b binding inh	PGK inhibitor
7	O=C(NCC1CCC(C(=O)O)CC1)c1cccnc1 (centres undefined)	-19.2%	3.5%	0.7%	29.1%	-9.1%
31	O=C(O)CCc1ccccc1OC(=O)c1ccccc1	?	0.4%	8.3%	31.1%	-0.6%

#	BLM inh	JMJD2A Tudor	Pin1 inh	G9a inh
7	0.0%	-7.7%	10.8%	-3.6%
31	-0.1%	-5.4%	5.8%	nt

Next results
#	smiles	Pol iota inh	GLS inh	BAZ2B inh	HP1b binding inh	PGK inhibitor
33	OC(C#CCN1CCCCC1)(c1ccccc1)c1ccccc1	-14.8%	-8.4%	-23.9%	22.8%	-3.4%
34	Cc1c(NC(=O)CSc2nc3ccccc3s2)c(=O)n(-c2ccccc2)n1C	15.0%	-5.9%	7.2%	40.8%	-4.2%
35	CC(=O)OCC1=C(C(=O)O)N2C(=O)C(NC(=O)CC(C)c3ccccc3)C2SC1 (centres undefined)	?	-10.3%	?	20.9%	-20.6%
36	COC(=O)c1cccc(C(=O)Nc2ccc(C)cc2Br)n1	51.0%[activator]	-3.0%	4.5%	42.0%[activator]	i
37	Cc1cc(NC(=O)CSc2nnc(C)c(=O)[nH]2)no1	-13.6%	11.9%	-5.2%	39.6%[activator]	4.2%
38	Cc1cc(/C=N/NC(=O)c2ccc(O)cc2)c(C)n1C1CC1	142.8%[activator]	0.0%	?	-23.3%	0.2%
39	COc1ccc(CCNC/C=C/c2ccccc2)cc1	35.9%[activator]	0.3%	nt	47.9%[activator]	1.2%
40	CCN(C(=O)COC(=O)CCC1CCCC1)c1c(N)n(Cc2ccccc2)c(=O)[nH]c1=O	-9.6%	-9.4%	-1.1%	23.9%	-4.8%
41	O=C(c1ccc(Cl)c(S(=O)(=O)N2CCCCCC2)c1)N1CCCC1	17.1%	3.0%	-4.9%	23.5%	-1.8%
42	CCOc1ccc(S(=O)(=O)N2CCC(C(=O)NCC3CCCO3)CC2)cc1C (centres undefined)	11.6%	-5.3%	2.9%	23.8%	-0.6%

#	BLM inh	JMJD2A Tudor	Pin1 inh	G9a inh
33	-2.0%	-11.0%	-3.5%	17.8%
34	-5.5%	-4.1%	-1.6%	50.1µM*
35	nt	-26.8%	-16.8%	?
36	0.5%	-1.4%	2.2%	17.5%[2.33 µM]
37	1.0%	-17.7%	-13.2%	-18.4%
38	-1.4%	-24.8%[11.4 µM]	0.9%	-12.8%
39	nt	-2.7%	0.6%	nt
40	nt	-20.5%	8.6%	?
41	1.2%	6.7%	4.3%	nt
42	-1.0%	-6.8%	-13.4%	9.1%

Source: PubChem
